Polio RdRp inh = poliovirus RNA polymerase inhibition; actives 0.66% (n = 150,000); P03300; poliovirus polymerase elongation, fluorescence polarization; hits give low values; % elongation, % (compound at 16.7 µg/mL); in the data active means % elongation below about 90%; further: some results filed as inactive read as strong as hits
Target sequence (P03300 1749-2209 limits assumed): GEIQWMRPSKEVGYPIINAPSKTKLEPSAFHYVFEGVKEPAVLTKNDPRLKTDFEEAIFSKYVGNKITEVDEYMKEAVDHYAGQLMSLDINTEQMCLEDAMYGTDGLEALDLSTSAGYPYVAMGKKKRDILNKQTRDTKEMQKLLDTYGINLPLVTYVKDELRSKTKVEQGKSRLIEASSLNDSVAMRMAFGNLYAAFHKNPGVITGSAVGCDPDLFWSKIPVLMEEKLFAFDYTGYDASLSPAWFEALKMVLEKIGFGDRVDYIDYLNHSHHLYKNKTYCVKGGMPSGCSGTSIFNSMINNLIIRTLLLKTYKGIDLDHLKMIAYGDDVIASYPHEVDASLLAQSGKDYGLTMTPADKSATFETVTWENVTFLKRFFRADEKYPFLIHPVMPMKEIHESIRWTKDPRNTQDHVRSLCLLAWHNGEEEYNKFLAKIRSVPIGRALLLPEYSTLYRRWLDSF
Polio RdRp inh FP z-score = also measured in Polio RdRp inh; calls as there; z-score; measured here: FP z-score; hits read low
The depositor's hits bear a star.

SMILES	Polio RdRp inh	Polio RdRp inh FP z-score
CCOC(=O)c1cccc(NC(=O)Cn2ncc3c4ccccc4n(Cc4ccccc4)c3c2=O)c1	108	0
CCOc1ccc(OCC)c(NS(=O)(=O)c2c(C(=O)N3CCCCCC3)c(C)n(C)c2C)c1	101	-1.2
CC(C)Oc1ccc(CNC(=O)Oc2ccccc2)cc1	101	-0.2
O=C(O)CCC(=O)N1CCN(c2nc(-c3ccccc3Cl)c3cc(Br)ccc3n2)CC1	105	0.6
COc1ccc(N(Cc2cc3ccc(C)cc3[nH]c2=O)C(=O)C(C)C)cc1	104	0.9
NC(=S)COc1ccc(F)cc1	104	0.4
O=C(/C=C/c1cccc(Cl)c1)NCc1ccncc1	101	0.2
FC(F)(F)c1cccc(N2CCN(Cc3nnc(-c4ccc5c(c4)OCO5)o3)CC2)c1	107	0.6
CC(C)(C)C(=O)CSc1nc2[nH]c(=O)[nH]c(=O)c2s1	98	-1.7
O=S(=O)(c1ccccc1)c1nc(-c2ccccc2)oc1N1CCCC1	103	0.5
Cc1ccc2nc(COc3cccc(NC(=O)COc4ccccc4F)c3)cc(=O)n2c1	112	1.4
CCOc1ccc(-c2c(C)nn3c(C)c(C(=O)NCCc4ccccc4)cnc23)cc1OCC	111	0.5
COc1cc2nc(N=C(N)N)[nH]c(=O)c2cc1OC	99	-0.8
CC1CCN(C(=O)CSc2nc3ccccc3c(=O)[nH]2)CC1	101	-0.2
C=CCc1c(C)c(C#N)c2nc3ccccc3n2c1NCCc1ccc(OC)c(OC)c1	105	0.7
CCOc1cc(CNC(=O)C(NS(=O)(=O)c2cccs2)C(C)C)cc(OCC)c1OCC (centres undefined)	106	0
CCN(C(=O)CSc1ncccc1C(=O)OC(C)C)c1cccc(C)c1	104	1.4
CC(=O)N1CCCc2cc(S(=O)(=O)N3CCCC(C(=O)N4CCN(c5cc(C)ccc5C)CC4)C3)ccc21 (centres undefined)	112	1.2
O=C(O/N=C1\CCCCC1Cn1ccnc1)c1ccc(Cl)cc1 (centres undefined)	100	-0.5
COC(=O)CNC(=O)C(Cc1ccccc1)NS(=O)(=O)c1ccc2c(c1)c(=O)n(C)c(=O)n2C (centres undefined)	107	0.4
COc1ccc(CCNC(=O)c2ccc3c(c2)CCN3S(=O)(=O)c2ccc(Cl)cc2)cc1	104	-0.6
O=C(O)CC1S/C(=N/N=C2\CSC(=O)N2)NC1=O (centres undefined)	98	-1.6
Cc1nc(-c2ccc(Cl)cc2)sc1CCNC(=O)C(=O)Nc1ccc2c(c1)OCCO2	112	1.3
Cc1nn(-c2ccc(N3CCCC3)nn2)c(C)c1CCC(=O)NCc1ccccc1	110	0.9
Cc1ccc(OCC(=O)Nc2ccc3nn(-c4ccc(C)cc4)nc3c2)cc1	102	-0.5
COc1ccc(CN2CCCC2)cc1OC	101	0.2
C/C(=N\NC(=O)c1ccc(N)cc1)C(C)(C)C	103	0.5
CCOC(=O)c1cnc2cc(-c3ccco3)[nH]n2c1=O	103	0.4
Cc1cc(=O)oc2cc(OCC(=O)NCC3CCCCC3)c(Cl)cc12	102	0.1
Cc1cccc(NC(=O)CSc2ccccn2)c1	106	0.3

Molecules above containing an aryl thioether with sulfur outside any ring, in the order listed:
SMILES	Polio RdRp inh	Polio RdRp inh FP z-score
CC(C)(C)C(=O)CSc1nc2[nH]c(=O)[nH]c(=O)c2s1	98	-1.7
CC1CCN(C(=O)CSc2nc3ccccc3c(=O)[nH]2)CC1	101	-0.2
CCN(C(=O)CSc1ncccc1C(=O)OC(C)C)c1cccc(C)c1	104	1.4
Cc1cccc(NC(=O)CSc2ccccn2)c1	106	0.3

(next part)
SMILES	Polio RdRp inh	Polio RdRp inh FP z-score
COc1nc(N2CCOCC2)nc(N2CCN(c3ccc(F)cc3)CC2)n1	102	0.2
Cc1c(Cl)cccc1-c1ccc(CNCCSc2nnnn2-c2ccccc2)o1	99	-1.7
CCN(CC)S(=O)(=O)c1ccc2c(c1)nc(CCC(=O)OCc1ccc(C(=O)OC)o1)n2C	107	0.6
CN(C)S(=O)(=O)c1ccc(NC(=O)COC(=O)C2CC3CCCC(C2)C3=O)cc1 (centres undefined)	101	-0.2
CCc1ccccc1N1CC(c2nc3ccccc3n2CCC2CCCCC2)CC1=O (centres undefined)	100	-1.1
CCOC(=O)N1CCC(NC(=O)C2CCN(c3nnc(-n4cccc4CNc4ccc(OCC)cc4)s3)CC2)CC1	102	0.1
O=C(c1csc2c1CCCC2)N1CCCCCCC1	100	-0.9
CCCCN(Cc1ccccc1)C(=O)CN(C)S(=O)(=O)c1ccc2c(c1)c(=O)n(C)c(=O)n2C	103	0
O=C1O[C@H]2C[C@@H]3C[C@H]2[C@H]1[C@@H]3C(=O)N(Cc1ccccc1)Cc1ccccc1	101	-0.2
CCOc1ccc(OCCCC(=O)Nc2nc3ccccc3[nH]2)cc1	105	0.3
Cc1cc(=O)n(C(C)(C)C)c(=O)n1Cc1ccccc1	100	0.1
O=C(O)c1ccccc1C(=O)NCc1nc(-c2ccc(C(F)(F)F)cc2)no1	100	-0.3
COc1cc(C)nc(SCC(N)=O)n1	100	-0.5
CC(=O)N1CCN(S(=O)(=O)c2cccc(C(=O)NC3CCCCCC3)c2)CC1	102	-0.1
Cc1ccc(C)n1-c1cccc2cccnc12	96	-2.1
COc1ccc(-c2cnc(C)o2)cc1S(=O)(=O)Nc1ccc(C)c(N(C)C)c1	117	2.4
N#CCSc1ncnc2cc(-c3ccc(Cl)cc3)sc12	108	1
CC1(C)Cc2c(c(N3CCOCC3)nc3oc(C(=O)c4ccccc4)c(N)c23)CO1	103	0.4
Cc1cc(NC(=O)c2ccccc2Cl)ccc1NC(=O)c1ccccc1	101	-0.2
CCCn1c(N)c(C(=O)CSc2ccc(S(=O)(=O)N3CCN(C)CC3)cn2)c(=O)[nH]c1=O	103	0.1
O=C(Cn1cnc2ccccc21)N1CCc2ccccc21	100	-0.4
O=C(Cc1c(F)cccc1Cl)NC(=O)Nc1ccc(F)c(Cl)c1	101	-0.4
S=C(NCc1ccco1)NNC(=S)Nc1ccc(Cl)cc1	98	-0.5
Cc1nc(C)c(C(=O)NCc2ccc3c(c2)OCO3)s1	102	0.4
COc1ccc(C2(CNC(=O)C(c3ccccc3)c3ccccc3)CCOCC2)cc1	100	-0.5
Cc1noc(C)c1COC(=O)c1ccccc1NC(=O)Cc1ccccc1	102	0
CCn1cnc2c(cnn2-c2ccccc2)c1=O	102	0.1
Cc1nc2cc(C(=O)Nc3ccccc3O)ccc2n1-c1ccccc1	98	-0.5
CNS(=O)(=O)c1ccc(C)cc1	101	-0.2
CCOC(=O)c1scc(-c2ccc(C)cc2)c1S(=O)(=O)N1CCN(c2ccccc2F)CC1	107	0.3

Of the compounds above, these contain a CF3 group:
SMILES	Polio RdRp inh	Polio RdRp inh FP z-score
FC(F)(F)c1cccc(N2CCN(Cc3nnc(-c4ccc5c(c4)OCO5)o3)CC2)c1	107	0.6
O=C(O)c1ccccc1C(=O)NCc1nc(-c2ccc(C(F)(F)F)cc2)no1	100	-0.3

(more compounds)
SMILES	Polio RdRp inh	Polio RdRp inh FP z-score
CN1c2ccc(Cl)cc2-c2nc(SCC(=O)NCc3ccccc3)ncc2S1(=O)=O	107	0
Cc1ccccc1CSc1nc2c(sc3ccccc32)c(=O)n1CCCOC(C)C	113	1.3
NS(=O)(=O)c1ccc(CCNC(=O)C2Cc3ccccc3CN2C(=O)c2ccco2)cc1 (centres undefined)	103	-0.1
CCn1cc2nc(SCc3ccc(C)cc3)n(CCc3ccccc3)c(=O)c2n1	102	-1
O=C(CSc1nnnn1-c1ccccc1)N1CCCCC1	105	0.2
Cc1c(O)ccc2c(CN(C)Cc3ccc(Cl)cc3)cc(=O)oc12	102	0
CS(=O)(=O)N(CC(=O)NCc1ccncc1)c1ccccc1	100	-0.5
CCOc1ccc(-c2cn3c(n2)sc2cc(C(=O)N4CCN(C)CC4)ccc23)cc1	103	0.7
Cc1ccc(Cl)cc1N1CCN(Cn2sc3ccccc3c2=O)CC1	101	-0.3
O=c1c2cc3c(cc2[nH]c(=S)n1CCN1CCOCC1)OCO3	100	-0.3
Cc1ccc(-c2cn3nc(N4CCCC(C(=O)NCc5ccc(F)cc5)C4)sc3n2)cc1 (centres undefined)	110	0.5
O=C(NC1CC(=O)N(c2ccc(F)cc2)C1)c1ccc2c(c1)OCO2 (centres undefined)	108	0.2
O=c1c2cnn(CCO)c2ncn1Cc1ccc(F)cc1	97	-0.1
N#CCSc1ccccc1NC(=O)COC(=O)Cc1c[nH]c2ccccc12	95	-1.2
Cc1ccc(OC(=O)NC2(C(F)(F)F)OCCO2)cc1	103	0
COc1c2c(cc3c1OCO3)CCN(C)C2	102	0.3
O=C(NCC(=O)N1CCc2ccccc21)c1ccccc1Cl	101	-0.3
Cn1c(C(=O)O)ccc1S(=O)(=O)N(Cc1ccccn1)Cc1ccccn1	100	-0.5
O=C(COc1ccccc1)NS(=O)(=O)c1ccccc1	104	0.5
Cc1onc(-c2ccccc2Cl)c1C(=O)N1CCCC1	101	0.3
N=C1C(c2nc3ccccc3s2)=C(O)CN1/N=C/c1ccc(O)c(O)c1O	47	-6.4
COC(=O)c1ccc(C(=O)OC)c(NC(=O)Cn2nc(C(F)(F)F)cc2C)c1	102	0.1
COc1ccc(-c2cc(N)n(S(=O)(=O)Cc3ccccc3)n2)cc1	102	0.2
Cc1n[nH]c(C)c1S(=O)(=O)N(CC(=O)NC(C)c1ccccc1)c1ccc(C(C)C)cc1 (centres undefined)	108	0.7
O=C(CCc1n[nH]c(=O)[nH]c1=O)NCc1ccccc1	102	1.1
CCc1cc(C(=O)NCc2ccccc2)no1	107	0.6
CCC1CCCCN1C(=O)c1cc2ccccc2oc1=O (centres undefined)	59*	-4.6*
Cc1noc(Cn2c(=O)c3cc4c(cc3n(CC(=O)Nc3ccc(C(C)C)cc3)c2=O)OCO4)n1	102	-1.3
Cc1ccc2cccc(NC(=O)COc3cc(C)c(Cl)c(C)c3)c2n1	109	1.2
Cc1cccc(NC(=O)Cn2c(=O)n(Cc3ccc4c(c3)OCO4)c(=O)c3oc4ccccc4c32)c1C	110	0.6
O=C(CSc1nnnn1Cc1ccccc1)n1c2c(c3c1CCCC3)CCCC2	101	0.1
COc1ccc(C2C(C(=O)OCC(=O)N3CCCCC3)CCC(=O)N2c2ccc(OC)cc2)cc1 (centres undefined)	101	0
O=C(O)CCC(=O)Nc1cc(Cl)ccc1Cl	109	0.6
N#Cc1ccc(C23CC4CC(CC(C4)C2)C3)nc1SCc1ccccn1	102	0.1
COc1nc(NCCc2ccc(OC)c(OC)c2)nc(N2CCC(Cc3ccccc3)CC2)n1	100	-0.2
CC1(C)C2CCC1(C)C(NC(=O)C1COc3ccccc3O1)C2 (centres undefined)	102	-0.1
CC(Oc1ccc(Cl)cc1Cl)C(=O)Nc1ccc(Cl)cn1 (centres undefined)	100	-0.1
O=C(NC(C(=O)O)C12CC3CC(CC(C3)C1)C2)c1ccc(F)cc1 (centres undefined)	105	0.6
CSc1ccc(CNC(=O)Cc2csc3ccccc23)cc1	107	0.1
CCCn1c(SC(C)C(=O)Nc2ccc(C#N)cc2)nc2ccccc21 (centres undefined)	104	0.1
CC(=O)N1CCCc2cc(S(=O)(=O)N3CCCC(C(=O)Nc4ccc(C)c(C)c4)C3)ccc21 (centres undefined)	102	-1.3
Cc1cccc(NS(=O)(=O)c2ccc(-c3cc(C(F)(F)F)no3)s2)c1	102	0.7
O=C(O)C1=COCCO1	104	0.4
CCC(=O)N1c2ccccc2CC1C(=O)NCc1ccccc1Cl (centres undefined)	106	-0.1
Cc1ccc(C(=O)Nc2noc3ccccc23)cc1	101	-0.1
O=C1CCC(=O)N1CNC1CCCCC1	103	0.4
COc1cccc(OC)c1OC(=O)/C=C/c1ccc(C)o1	102	-0.2
NC(=O)C1CCN(c2nnnn2-c2ccccc2)CC1	104	0.2
O=c1oc2ccccc2n1Cc1ccc(C(F)(F)F)cc1	101	-0.7
Cc1cc(NC(=O)COC(=O)Cc2ccsc2)ccc1Br	103	0.7
O=C(NC(=S)NC1CCCc2ccccc21)c1ccco1 (centres undefined)	103	0.2
O=C(c1ccccc1)N(Cc1ccc(Cl)cc1)Cc1ccco1	104	0.9
CCOc1cc(C=NCCN2Cc3ccccc3C2=O)ccc1O	108	0.5
CCNS(=O)(=O)c1ccc(NC(=O)c2ccc3c(c2)OCO3)cc1	104	0.8
Cc1ccc(C)c(NC(=O)CN(C)C(C)C(=O)N2CC(C)CC(C)C2)c1 (centres undefined)	109	1.1
CC(C)(C)NC(=O)c1cc2c(s1)CCCCC2	100	0
O=C(c1ccc2c(c1)N(Cc1cccc(Cl)c1)C(=O)c1ccccc1S2(=O)=O)N1CCCCC1	100	-1
Cc1cc(C)c(C2C(C#N)=C(N)Oc3n[nH]c(C)c32)cc1COc1ccccc1Cl (centres undefined)	103	0.3
COC(=O)c1ccc(S(N)(=O)=O)o1	102	0.1
Cc1ccc(N2CC(NC(=O)C3CCCC3)CC2=O)cc1C (centres undefined)	108	0.3

(further entries)
SMILES	Polio RdRp inh	Polio RdRp inh FP z-score
CCc1ccc(OC(=O)/C=C/c2ccco2)cc1	101	0.1
O=C(NC12CC3CC(CC(C3)C1)C2)c1cccnc1	101	-0.1
CCn1c(CC(=O)Nc2ccccc2)nnc1SCC(=O)N1CCc2ccccc21	101	-0.3
COc1ccc(CNC(=O)COC(=O)Cc2ccc(OC)cc2)cc1	106	0.4
COC(=O)COc1ccc(Oc2nc(NCC(C)C)nc(N3CCOCC3)n2)nn1	103	1

Screening results from PubChem.

The list is partial, so the mix of outcomes need not match the whole.
